Screening results from PubChem.
CCR6 antag = CCR6 (human) receptor antagonism; P51684; CHO-K1 CCR6 PathHunter beta-arrestin, luminescence, CCL20-stimulated; inhibition, % at 20 µM; 340,000 tested, 0.49% active; AID 493098;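 active = compounds whose inhibition of the agonist-driven luminescence signal at 20 µM reaches about 50%, limit read from the data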;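 also: cells stimulated with CCL20 at 14 nM final; plate controls were DMSO with CCL20 for no effect and DMSO without agonist for full effect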
Target sequence (P51684 whole entry, looked up): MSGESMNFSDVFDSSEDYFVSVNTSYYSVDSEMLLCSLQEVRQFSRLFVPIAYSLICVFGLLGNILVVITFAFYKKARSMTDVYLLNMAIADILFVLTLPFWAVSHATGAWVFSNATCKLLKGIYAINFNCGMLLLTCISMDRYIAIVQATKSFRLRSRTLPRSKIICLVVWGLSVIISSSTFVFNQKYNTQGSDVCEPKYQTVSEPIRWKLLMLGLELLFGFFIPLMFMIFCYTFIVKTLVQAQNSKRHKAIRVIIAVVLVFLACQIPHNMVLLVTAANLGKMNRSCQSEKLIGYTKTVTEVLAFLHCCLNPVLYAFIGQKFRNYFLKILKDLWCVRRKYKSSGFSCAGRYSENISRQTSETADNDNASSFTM
APJ antagonist = antagonists of human APJ apelin receptor | P35414 | CHO-K1 APJ beta-arrestin complementation, luminescence | inhibition, % at 20 µM | 330,000 tested, 0.32% active;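 active = inhibition above about 40% at 20 µM, limit read from the data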;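 also: cells challenged with 10 nM apelin-13 agonist together with compound; plate controls were apelin-13 plus DMSO wells for no effect and DMSO wells lacking apelin-13 for full effect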
Target sequence (P35414 whole entry, looked up): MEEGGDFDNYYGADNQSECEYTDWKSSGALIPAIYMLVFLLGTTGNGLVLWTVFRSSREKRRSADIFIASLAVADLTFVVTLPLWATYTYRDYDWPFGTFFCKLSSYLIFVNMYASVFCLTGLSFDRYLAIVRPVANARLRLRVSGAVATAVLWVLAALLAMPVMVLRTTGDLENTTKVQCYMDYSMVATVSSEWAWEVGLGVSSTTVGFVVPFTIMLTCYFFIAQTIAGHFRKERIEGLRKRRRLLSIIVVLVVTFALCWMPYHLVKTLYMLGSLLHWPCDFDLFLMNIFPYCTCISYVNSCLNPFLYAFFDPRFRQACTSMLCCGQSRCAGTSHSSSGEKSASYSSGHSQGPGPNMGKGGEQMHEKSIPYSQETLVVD
UPR CHOP act = activators of apoptotic arm of unfolded protein response (CHOP); CHO-CHOP luciferase reporter, UPR activation, luminescence; percent of tunicamycin response over DMSO baseline; activation, % at 10 µM; 330,000 tested, 0.34% active; AID 449763;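 active = at 10 µM dose, activation of 40% or more, normalized to positive control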;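 also: 100% = tunicamycin at 10 µg/mL and 0% = DMSO alone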
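Test system: CHO CHOP reporter cells. Input: 500 CHO-CHOP cells per well. Medium: F12 with 10% FBS. Technique: luciferase luminescence. Measure: percent activation relative to tunicamycin control. Dosing: 10 µM compound, 0.5% DMSO. Timing: 16-18 h cell attachment, then 6 h compound exposure, 37 °C.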
EBI2 antag = antagonists of human EBI2 receptor; P32249; EBI2 beta-arrestin recruitment, luminescence, 7a,25-OHC stimulated; inhibition, % at 5 µM; 360,000 tested, 0.81% active; in the data active = inhibition above about 38%;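 also: enzyme fragment complementation signal reports receptor beta-arrestin coupling in cells; 0% = agonist plus DMSO wells and 100% = wells without agonist; some results beyond the cut were filed as inactive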
APJ agonist = APJ receptor agonism; activation, % at 20 µM; CHO-K1 APJ PathHunter beta-arrestin, luminescence; 0% DMSO wells, 100% apelin; P35414; 330,000 tested, 0.11% active;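 active = activation more than six SD over the plate average, tested at 20 µM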;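 also: 0% = DMSO alone and 100% = apelin-13 at 10 nM; some results filed as inactive read as strong as hits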
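Assay system: CHO-K1 APJ beta-arrestin complementation cell line / Compound: single test compound dose, 20 µM final, 1% DMSO / Times: overnight seeding, 90 min compound at 25 °C, 1 h detection / Technique: beta-gal luminescence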
tim23-1 inh = inhibits growth of tim23-1 mutant yeast; S. cerevisiae tim23-1 growth, BacTiter-Glo luminescence, 24 h; inhibition, % at 20 µM; 330,000 tested, 1.3% active; AID 463212;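 active = growth inhibition of the mutant yeast at or above 50%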;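 also: temperature-sensitive mutant grown at 25 °C; plate controls were DMSO-treated mutant yeast for no effect and medium wells lacking yeast for full effect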
UPR XBP1 act = activators of adaptive arm of unfolded protein response (XBP1). CHO-XBP1 luciferase reporter, IRE1-XBP1 UPR activation, luminescence; percent of tunicamycin response, DMSO as zero. activation, % at 20 µM. 330,000 tested, 0.33% active. AID 463104;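 active = versus positive control, 20 µM dose yields 30% or more activation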;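 also: 100% = tunicamycin at 10 µg/mL and 0% = DMSO only wells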
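Assay system: CHO-XBP1 luciferase reporter cells; Schedule: 6 h treatment, 37 °C; Detection: glow luminescence from Steady-Glo reagent; Benchmarks: high control tunicamycin 10 µg/mL final, low control DMSO vehicle only.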
Mdm2-MdmX inh = human Mdm2/MdmX binding inhibition | SaOS-2 split-luciferase Mdm2/MdmX complementation, luminescence | AID 485346 | O15151+Q00987 | 330,000 tested, 3% active | inhibition, % at 8 µM;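 active = inhibition of at least 50% at 8 µM in the primary screen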
CXCR6 block = blocks human CXCR6 beta-arrestin recruitment | AID 602244 | 360,000 tested, 0.36% active | CHO-K1 PathHunter CXCR6 beta-arrestin, luminescence | O00574 | inhibition, % at 20 µM; in the data active = inhibition above about 34%, passing the limit was not always enough;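 also: antagonist mode with CXCL16 agonist at 10 nM final; 0% = 10 nM CXCL16 with DMSO and 100% = unstimulated wells without agonist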
Target sequence (O00574 whole entry, looked up): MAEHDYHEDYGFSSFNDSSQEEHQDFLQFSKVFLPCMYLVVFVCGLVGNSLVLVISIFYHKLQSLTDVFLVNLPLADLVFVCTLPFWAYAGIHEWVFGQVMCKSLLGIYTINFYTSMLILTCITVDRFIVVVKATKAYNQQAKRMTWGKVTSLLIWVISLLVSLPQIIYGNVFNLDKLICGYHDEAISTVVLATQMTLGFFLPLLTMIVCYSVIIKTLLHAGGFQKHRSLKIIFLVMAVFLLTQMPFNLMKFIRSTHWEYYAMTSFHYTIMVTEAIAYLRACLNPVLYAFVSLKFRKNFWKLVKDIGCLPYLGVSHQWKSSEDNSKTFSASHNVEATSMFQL
* hit, by the source's call; nt = not tested or not shown. Only part of the results is shown; the hit share may differ from the screen's.

compound | CCR6 antag | APJ antagonist | UPR CHOP act | EBI2 antag | APJ agonist | tim23-1 inh | UPR XBP1 act | Mdm2-MdmX inh | CXCR6 block
CCN(CC)c1nc2nonc2nc1N(CC)CC | 6 | 6 | -0.7 | 1 | -1 | 13 | -3 | -1 | -4
Cc1ccc(OCCN(C)C)c([N+](=O)[O-])c1 | 8 | -6 | 0.7 | 0 | -4 | 1 | -2 | 12 | -5
CCCC(=O)Nc1cccn(Cc2ccccc2Br)c1=O | 2 | 6 | -0.1 | -10 | -1 | 6 | 2 | 9 | -2
CCc1nc(Nc2ccc(O)cc2)c2oc3ccccc3c2n1 | -3 | -2 | 2.2 | 0 | 2 | 45 | 13 | 51* | -5
CC1CCN(CC(=O)NCCc2ccc(F)cc2)CC1 | -8 | -23 | 0.4 | -2 | -2 | 5 | 2 | -24 | -3
Cc1cc(C)n(CC(O)CN(c2cccc([N+](=O)[O-])c2)S(=O)(=O)c2ccccc2)n1 (stereo not given) | -9 | 6 | -0.4 | -6 | -1 | 11 | 2 | -34 | -3
CCN1CCN(C(=O)/C=C/c2ccc(C(C)C)cc2)CC1 | 8 | -8 | -2.3 | 93* | -5 | 5 | 1 | 9 | -1
CCCCn1c(N)c(N(CC(C)C)C(=O)CSCC(=O)Nc2ccc(OC)cc2)c(=O)[nH]c1=O | 6 | 13 | 0.8 | -9 | 0 | -3 | 0 | 20 | -4
Cc1nc(N2CCN(C)CC2)c2cc(-c3ccccc3)sc2n1 | -10 | 4 | 3.4 | 3 | -2 | -9 | 5 | -7 | 5
Cc1ccc(S(=O)(=O)CCC#N)cc1 | 6 | -8 | -1.8 | -3 | 1 | 0 | 0 | -8 | 10
CCn1c(CNC(=O)c2ccc(OC)cc2)nnc1SCC(=O)c1ccccc1 | 1 | 9 | 0.8 | 1 | -1 | 22 | 2 | 40 | -1
CCc1ccc(NC(=O)CN2CCC(C(=O)c3ccc(OC)cc3)CC2)cc1 | 12 | -10 | -1.2 | 14 | 2 | 23 | -1 | 3 | -13

Next results follow.
compound | CCR6 antag | APJ antagonist | UPR CHOP act | EBI2 antag | APJ agonist | tim23-1 inh | UPR XBP1 act | Mdm2-MdmX inh | CXCR6 block
CCn1c(CSc2nccn2C)nc2cc(C(=O)O)ccc21 | 6 | -7 | -1.2 | -4 | -2 | 3 | -3 | 14 | -9
Cc1noc(C)c1NC(=O)Nc1ccc2c(c1)C(=O)N([C@@H](C)CO)C[C@@H](C)[C@@H](CN(C)Cc1ccc3c(c1)OCO3)O2 | -8 | -4 | 2.0 | -3 | -2 | -16 | 1 | 4 | 1
CC(C)(Oc1ccc(Cl)cc1)C(=O)NCC(c1ccco1)N1CCCCC1 (stereo not given) | 14 | 10 | -0.1 | -2 | 6 | 3 | -2 | 20 | -11
COC(=O)CN(c1ccc(C(C)C)cc1)S(=O)(=O)c1c(C)[nH]c(=O)[nH]c1=O | -5 | 15 | -1.3 | -7 | -1 | -14 | 3 | 19 | 4
CCOC(=O)Cc1csc(SC(C)C(=O)NC2CCCCC2C)n1 (stereo not given) | 10 | 11 | 0.6 | 5 | 2 | 19 | -1 | 6 | 11
Cc1cccc(NC(=O)CNC(=O)c2cn(Cc3ccccc3)nc2-c2cccnc2)c1C | 6 | -3 | -0.6 | -6 | -2 | 10 | -2 | 3 | 3
COc1ccccc1NS(=O)(=O)c1cc(C(=O)NCCN2CCOCC2)ccc1Cl | -7 | -6 | -0.3 | -12 | -1 | 9 | -1 | -19 | -6
CC(=O)NC12CC3CC(C1)CC(C(=O)N1CCN(S(=O)(=O)c4ccc(C(C)C)cc4)CC1)(C3)C2 | 5 | 17 | 1.3 | 0 | 4 | 20 | 7 | -3 | -8
CC1(C)C(C=C(Cl)Cl)C1C(=O)N1CCN(c2ccccc2)CC1 (stereo not given) | 14 | -18 | 0.9 | -17 | -1 | 21 | -2 | -24 | 12
Cc1ccc(S(=O)(=O)NNC(=O)c2cc(C)cs2)cc1 | -1 | 11 | 2.3 | -6 | -1 | 1 | -3 | -1 | 5
COc1ccc(Cc2nnc(SCC(=O)NC3CCCC3)o2)cc1 | -6 | 11 | 0.1 | 3 | 1 | 9 | 0 | -12 | -1
CCOC(=O)C1(Cc2ccccc2)CCN(Cc2nccn2CC)CC1 | -14 | -1 | 1.6 | -2 | -2 | 7 | -1 | -16 | -1

(further entries)
compound | CCR6 antag | APJ antagonist | UPR CHOP act | EBI2 antag | APJ agonist | tim23-1 inh | UPR XBP1 act | Mdm2-MdmX inh | CXCR6 block
COc1ccc(C(C)=O)cc1CN1C(=O)NC2(CCCCC2)C1=O | 4 | 1 | -1.4 | -7 | -2 | 11 | 0 | 2 | -8
CC(C)Nc1ccc(C(CC(N)=O)NC(=O)Cc2cccc3ccccc23)cc1[N+](=O)[O-] (stereo not given) | 15 | 26 | 0.5 | 5 | -7 | -6 | -5 | 16 | 18
O=C(Nc1scc(-c2ccccc2)c1C(=O)O)c1ccc(F)cc1 | -2 | 13 | 1.9 | -3 | 1 | 85* | -3 | -12 | -1
COc1cc(OC)cc(C(=O)N(CCCN2C(=O)c3cccc4cccc(c34)C2=O)c2cccc(OC)c2)c1 | 6 | 4 | 0.9 | 37 | 2 | 15 | 0 | 18 | 3
COc1ccc(Br)cc1[C@H]1[C@@H]2C=CCC[C@@]2(C)C(=O)N1Cc1ccccc1 | 18 | 7 | -1.3 | 12 | 0 | 6 | -4 | 5 | 8
Cc1ccc(N(C(=O)c2ccccc2Cl)C2=NC(C)CS2)c(C)c1 (stereo not given) | 25 | -17 | -1.8 | 9 | -5 | 30 | 1 | 15 | 4
COc1cccc(C(=O)c2cc3cc(Cl)ccc3[nH]2)c1 | 4 | 10 | 3.8 | 17 | 4 | 19 | -3 | 6 | 4
COc1c(N)c2ccccc2[nH]c1=O | 3 | 5 | -1.4 | 1 | -4 | 7 | 1 | 18 | 14
Cc1ccc(C)n1Cc1ccc(C(=O)O)cc1 | 26 | -14 | -1.1 | 3 | -2 | -1 | 0 | -2 | 5
CC(c1ccco1)N(C(=O)c1ccc(S(=O)(=O)N2CCCCC2)cc1)c1ccccn1 (stereo not given) | 6 | 13 | 3.4 | 7 | -5 | 13 | 0 | -15 | -6
O=C(CN1CCCCCC1)N/N=C/c1ccc(Cl)c(Cl)c1 | 4 | 2 | 1.8 | 14 | 3 | 21 | -1 | 47 | -7
CCOC(=O)C1=C(N)OC2=C(C(=O)CCC2)C1c1ccc(C)s1 (stereo not given) | 3 | -5 | 0.9 | 4 | -4 | 29 | 0 | 4 | -1

The listing continues.
compound | CCR6 antag | APJ antagonist | UPR CHOP act | EBI2 antag | APJ agonist | tim23-1 inh | UPR XBP1 act | Mdm2-MdmX inh | CXCR6 block
c1cc2c(cc1C1=Nn3c(nnc3C3CCCCC3)SC1)OCO2 | 11 | -15 | 0.4 | 8 | 2 | 36 | 2 | 45 | -6
CCc1nnc(SCC(=O)Nc2ccccc2Cl)nc1CC | -1 | -6 | 1.2 | -8 | 1 | 23 | -2 | -4 | 4
O=C(NC1=NCCS1)c1cccc(OC(F)F)c1 | 0 | 7 | 1.2 | -7 | -3 | 2 | 1 | -109 | 3
COc1cc2ccccc2cc1C(=O)Nc1ccc(S(=O)(=O)Nc2cc(C)on2)cc1 | 6 | 20 | -0.4 | -4 | -1 | 25 | 0 | 15 | -6
Cc1sc2ncnc(Sc3nnc4sc5ccccc5n34)c2c1C | nt | 21 | 1.5 | nt | 0 | 26 | -2 | 37 | nt
O=C(O)c1cc(S(=O)(=O)N2CCCCC2)ccc1N1CCCCC1 | -4 | -5 | 1.4 | 1 | -2 | 4 | -2 | -15 | -4
CC(O)CNCCOc1ccccc1-c1ccccc1 (stereo not given) | 5 | 0 | 0.4 | 6 | -5 | 6 | 1 | 10 | 2
COc1ccc(C(=O)CSc2nc(C)cc(=O)[nH]2)cc1C | 7 | 8 | 2.7 | 1 | -1 | 9 | -1 | -7 | -9
CCCOc1ccc(Br)cc1/C=N/NC(=O)c1cc(OC)c(OC)c(OC)c1 | 11 | 2 | 6.7 | -6 | 0 | 3 | 7 | 6 | -5
O=C(NCc1ccco1)c1ccc2c(c1)OCCO2 | 2 | -36 | 3.4 | -2 | -3 | -1 | -1 | -3 | -7
O=C(NCCc1cccc(F)c1)[C@@H]1CSC2c3ccccc3C(=O)N21 (stereo not given in full) | 8 | -23 | -5.5 | 8 | 0 | 14 | 1 | 5 | 4
O=C(CCC(=O)NC1CCCCCCC1)Nc1nnc(C(F)(F)F)s1 | -9 | 11 | -2.1 | -3 | 0 | 28 | -2 | 5 | -3

Following part
compound | CCR6 antag | APJ antagonist | UPR CHOP act | EBI2 antag | APJ agonist | tim23-1 inh | UPR XBP1 act | Mdm2-MdmX inh | CXCR6 block
Cc1ccccc1OCc1nc2c3c(ncn2n1)-c1ccccc1CC31CCCC1 | 14 | -8 | -0.5 | 22 | -6 | -14 | -2 | 1 | 0
Cc1ccc(-c2nc3ncccn3c2NC2CCCC2)o1 | -1 | -10 | -0.9 | 0 | 1 | -1 | 0 | 0 | 1
Cc1ccc(S(=O)(=O)N2CCOCC2)cc1C(=O)NCc1ccc2c(c1)OCO2 | -6 | 3 | 0.7 | -12 | 3 | 10 | -2 | 14 | -19
Cc1cccc(C)c1OCc1cc(C(=O)N2CCCC2c2nonc2C)no1 (stereo not given) | 8 | -29 | 5.0 | 9 | 0 | 23 | -7 | 1 | 3
Cc1ccc(SCCC(=O)Nc2cc(C)on2)cc1 | 3 | 0 | -2.1 | -10 | -2 | 1 | 0 | 20 | 6
CC[C@]12c3[nH]c4ccc(Cl)cc4c3CCN1C(=O)[C@@H](CC(=O)NCCC1=CCCCC1)C[C@@H]2C(=O)N1CCN(C(=O)c2ccco2)CC1 | 7 | nt | 13 | 5 | nt | 36 | 5 | 43 | 3
Cc1ccc2nc(-c3ccc(NC(=O)COC(=O)c4ccc(=O)[nH]c4)cc3)sc2c1 | 1 | 6 | 1.4 | -19 | -3 | 15 | 0 | -136 | 2
N=c1n(CCN2CCOCC2)c2ccccc2n1CC(=O)c1ccc(Cl)c(Cl)c1 | -4 | -26 | 0.6 | 35 | 0 | 15 | 2 | -18 | 5
COc1ccc(OC)c(C(=O)c2c(C)oc3cc([N+](=O)[O-])c(O)c([N+](=O)[O-])c23)c1 | 35 | 12 | 0.7 | -2 | -4 | 16 | -1 | 0 | 28
Cc1ccc2nc(SCC(=O)NC(=O)NCc3ccco3)[nH]c2c1 | 22 | 8 | -0.9 | 2 | -6 | 5 | -1 | -1 | 2
Oc1ccc(-c2cn3ccccc3n2)cc1 | -1 | -6 | 3.9 | 1 | -2 | -8 | 2 | -30 | -3
OCCOCCn1c(CCNc2nc(-c3ccc(F)cc3)cs2)nc2cc(C(F)(F)F)ccc21 | 12 | -50 | 2.2 | 12 | -2 | 11 | -3 | -14 | 11
Cc1ccc(S(=O)(=O)c2c(C)nn(C(C)(C)C)c2OC(=O)C2CCCC2)cc1 | 8 | -10 | -0.1 | -5 | -2 | 31 | -1 | 70* | -6
